Assay outcomes from PubChem BioAssay.
PGK inhibitor: blocks T. brucei phosphoglycerate kinase; PGK/GAPDH coupled, Kinase-Glo luminescence, 60 min; 380,000 tested, 0.043% active; P07378; Potency, µM (highest dose often 57.5 µM), inactives show at the top dose activity change, negative = inhibition, hits mostly inhibitors; AID 602233; note: potency is the fitted concentration of half-maximal effect; % is set by controls: 0 for no effect and ±100 for the full control effect; nearly all actives have a fitted effect of over 60% in size
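Luminescent ATP detection (Kinase-Glo Plus) follows a 60-minute room-temperature incubation, with wells lacking PGK as controls. Buffer: 100 mM TEA (pH 7.6), 5 mM MgCl2, 0.01% Tween-20. Coupling enzyme GAPDH (100 nM final) supplies unstable 1,3-BPG in-well.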
ERG-DNA inh: blocks human ERG Ets domain binding to DNA | P11308 | 370,000 tested, 0.028% active | Potency, µM (doses to about 76.9 µM), for inactives: at the top dose FP activity, negative = inhibition, hits mostly inhibitors | fluorescence polarization, His-ERG Ets domain / labelled DNA; active = well fitted inhibition curve with a large enough effect in the polarisation, with a control signal flat; inconclusive = small, poorly fitted or top-dose-only effect, or effect the other way, or a change in a side signal; inactive = no such curve, though single readings can be large or run the other way; the % refers to the polarisation;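 note: polarization taken with two DNA probes labelled with fluorescein and Texas red; potency is the fitted concentration of half-maximal effect; % of control where 0% means no effect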
Target sequence (P11308 whole entry, looked up, the tested form may be a part): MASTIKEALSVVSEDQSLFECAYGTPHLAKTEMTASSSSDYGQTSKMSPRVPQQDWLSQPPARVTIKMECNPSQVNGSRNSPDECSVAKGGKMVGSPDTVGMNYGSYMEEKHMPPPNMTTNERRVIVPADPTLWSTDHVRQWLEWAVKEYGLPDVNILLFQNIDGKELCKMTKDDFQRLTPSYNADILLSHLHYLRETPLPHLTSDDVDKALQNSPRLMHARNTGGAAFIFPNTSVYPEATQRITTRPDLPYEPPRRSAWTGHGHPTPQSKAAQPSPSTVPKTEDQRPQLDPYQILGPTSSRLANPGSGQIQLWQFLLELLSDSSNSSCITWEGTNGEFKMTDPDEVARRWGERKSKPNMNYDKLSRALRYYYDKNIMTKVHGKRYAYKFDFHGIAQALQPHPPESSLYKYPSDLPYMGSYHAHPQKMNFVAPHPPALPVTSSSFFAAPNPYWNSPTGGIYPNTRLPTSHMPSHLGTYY
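His-tagged ERG Ets domain (1 uM in the protein solution; 300mM KCl, 50mM Tris-HCl, 1mM EDTA, 1mM DTT, pH 7.5) received compound, then a probe mix of 5 nM fluorescein-DNA and 100nM Texas-615-DNA. Fluorescence polarization was read for both dyes.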
BAZ2B block: blocks human BAZ2B; Q9UIF8; AlphaScreen BAZ2B-H3K14Ac peptide displacement; Potency, µM (top dose mostly 114 µM), for inactives: top-dose activity change, negative = inhibition, actives largely listed as inhibitors; 360,000 tested, 4.4% active; note: potency is the fitted concentration of half-maximal effect; % is set by controls: 0 for no effect and ±100 for the full control effect; nearly all actives have a fitted effect of over 60% in size
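Multi-concentration screen (max 110 uM) measuring displacement of acetylated histone H3 peptide from BAZ2B by AlphaScreen, using 50 nM protein, 50 nM peptide and 10 ug/mL streptavidin donor plus Ni-chelate acceptor beads.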
Pin1 inhibitor: inhibitors of human Pin1. Q13526. 390,000 tested, 0.009% active. Pin1 FP peptide displacement, HiFluor488, 10 min. Potency, µM (titrated, usually from 115 µM), without a hit: at the highest dose activity, negative = inhibition, hits mostly inhibitors; active = well fitted inhibition curve with a large enough effect in the polarisation, with a control signal flat, not every such curve was filed as active; inconclusive = small, poorly fitted or top-dose-only effect, or effect the other way, or a change in a side signal; inactive = no such curve, though single readings can be large or run the other way; the % refers to the polarisation; note: potency is the fitted concentration of half-maximal effect; % is set by controls: 0 for no effect and ±100 for the full control effect
PI4K2A inh: blocks human PI4K2A kinase activity; Q9BTU6; purified PI4K2A, ADP-Glo luminescence, 1 h; stronger effect = lower value; activity change, negative = inhibition, % at 76.9 µM; 420,000 tested, 0.13% active; AID 1346378; in the data active = activity change below about -50%; inconclusive = mostly about -30% to -49%;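 note: -100% = wells without enzyme as full effect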
Target sequence (Q9BTU6 whole entry, looked up): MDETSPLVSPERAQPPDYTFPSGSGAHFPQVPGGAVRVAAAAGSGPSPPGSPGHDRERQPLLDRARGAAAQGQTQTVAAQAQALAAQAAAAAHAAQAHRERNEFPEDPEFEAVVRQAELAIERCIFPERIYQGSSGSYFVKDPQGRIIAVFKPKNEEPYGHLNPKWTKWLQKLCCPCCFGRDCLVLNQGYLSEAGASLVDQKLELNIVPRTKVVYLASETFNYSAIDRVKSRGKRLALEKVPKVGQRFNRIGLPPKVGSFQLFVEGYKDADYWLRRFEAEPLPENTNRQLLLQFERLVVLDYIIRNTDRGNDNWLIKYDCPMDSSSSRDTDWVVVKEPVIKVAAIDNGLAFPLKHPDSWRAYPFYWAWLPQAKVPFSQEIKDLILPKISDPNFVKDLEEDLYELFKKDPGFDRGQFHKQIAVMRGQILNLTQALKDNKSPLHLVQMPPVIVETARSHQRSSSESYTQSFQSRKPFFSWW
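PI4K2A activity was measured by ADP-Glo luminescence: enzyme (4 ug/mL stock) and phosphatidylinositol (1.2 mM stock) in Tris pH 7.5/MgCl2/EGTA/Triton X-100 buffer were reacted with ATP (300 microM stock) for one hour at ambient temperature.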
JMJD2A Tudor inh: JMJD2A Tudor domain (human) inhibition. O75164. 390,000 tested, 4.4% active. Potency, µM (series often up to 114 µM), without a hit: top-dose activity change, negative = inhibition, hits mostly inhibitors. AID 504339. AlphaScreen JMJD2A-Tudor / H3K4me3 peptide binding; note: potency is the fitted concentration of half-maximal effect; % is set by controls: 0 for no effect and ±100 for the full control effect; nearly all actives have a fitted effect of over 50% in size
HP1b chromo inh: blocks HP1-beta chromodomain binding to methylated histone tails; P83916; AlphaScreen HP1-beta / biotin-H3K9me3 peptide binding; Potency, µM (series often up to 114 µM), inactives show at the top dose activity change, negative = inhibition, hits mostly inhibitors; 390,000 tested, 0.56% active; AID 540317; note: potency is the fitted concentration of half-maximal effect; nearly all actives have a fitted effect of over 70% in size; inactives centre near 23
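AlphaScreen: HP1-beta (50 nM) preformed 30 min with biotin-H3(1-18)K9me3 peptide (50 nM) in PBS pH 7.4, 0.01% Tween-20. Compound added for 30 min at RT, then streptavidin donor/nickel chelate acceptor beads (10 ug/mL) for 30 min.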
GLS inh: inhibitors of human glutaminase (GLS) | O94925 | GLS enzymatic activity, qHTS titration | Potency, µM (series often up to 45.5 µM), for inactives: at the highest dose activity change, negative = inhibition, hits mostly inhibitors | 410,000 tested, 0.21% active; note: potency is the fitted concentration of half-maximal effect; % is set by controls: 0 for no effect and ±100 for the full control effect
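Assay buffer: 45 mM KH2PO4 pH 8.2, 0.02% Tween-20. hKGA acts on L-glutamine (1 mM solution added); product glutamate is reported by an oxidase/peroxidase Amplex Red coupling, with fluorescence taken at baseline and 30 min.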
G9a block: inhibitors of human histone lysine methyltransferase G9a; Potency, µM (doses to about 102 µM), for the others: at the highest dose activity, negative = inhibition, hits mostly inhibitors; G9a H3K9 monomethylation, AlphaScreen, 2 h; AID 504332; Q96KQ7; 350,000 tested, 8.8% active; note: potency is the fitted concentration of half-maximal effect; % is set by controls: 0 for no effect and ±100 for the full control effect; nearly all actives have a fitted effect of over 75% in size
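Methyltransferase reactions run at room temperature for 2 h (20 nM enzyme, 500 nM biotin-H3K9 peptide, 20 uM SAM) after a 15 min compound preincubation; product detected by AlphaScreen beads and anti-H3K9me1 antibody.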
The depositor's hits bear a star; [ ] = another dose, or the depositor's remark. Unless noted, calls come from the whole dose curve; as a rule, active = well fitted curve in the direction sought with a large enough effect; inconclusive = small, poorly fitted or top-dose-only effect, or another doubt; inactive = no such curve, though single readings can be large; an effect the other way counts as inactive or inconclusive. This is a random part of the collection; about 11% have a hit in one of these screens.

O=S(=O)(NCCNS(=O)(=O)c1ccc(F)cc1)c1ccc(F)cc1 was read as PGK inhibitor 3%, ERG-DNA inh inconclusive, BAZ2B block 9%, Pin1 inhibitor -1%, PI4K2A inh -2, JMJD2A Tudor inh -3%, HP1b chromo inh 26%, GLS inh 3% and G9a block -5%[59 µM].
`COc1ccccc1NC(=O)CCNC(=O)Cn1ccc2ccccc2c1=O` gave PGK inhibitor -4%, ERG-DNA inh 1%, BAZ2B block 10%, Pin1 inhibitor -8%, PI4K2A inh 1, JMJD2A Tudor inh -14%, HP1b chromo inh 6%, GLS inh -21% and G9a block 24%[2.33 µM].
CC1CCN(C(=O)CSc2nnc(-c3ccccc3Cl)o2)CC1 was read as PGK inhibitor -7%, ERG-DNA inh -13%, BAZ2B block 10%, Pin1 inhibitor 5%, PI4K2A inh 4, JMJD2A Tudor inh -3%, HP1b chromo inh 44%[activator], GLS inh 3% and G9a block 2%[59 µM].
`CCOc1ccc(-c2c(C)nn3c(-c4ccccc4)c(C(=O)NCCOC)cnc23)cc1OCC` gave ERG-DNA inh -1%, BAZ2B block -34%, Pin1 inhibitor 0%, PI4K2A inh 3, JMJD2A Tudor inh -32%, HP1b chromo inh 8%, GLS inh -13% and G9a block -10%[59 µM].
Screening CCSc1nnc(Nc2ccccc2)s1 returned PGK inhibitor -8%, ERG-DNA inh -8%, BAZ2B block 11%, Pin1 inhibitor -7%, PI4K2A inh 3, JMJD2A Tudor inh 13%, HP1b chromo inh 20%, GLS inh 1% and G9a block 12%.
`Cc1cccc(-n2ncc3c(N4CCCc5ccccc54)ncnc32)c1` gave PGK inhibitor -3%, ERG-DNA inh -9%, BAZ2B block 74%[activator], Pin1 inhibitor 45%[activator], PI4K2A inh -1, JMJD2A Tudor inh 66%[activator], HP1b chromo inh 98%[activator], GLS inh 2% and G9a block 149%[activator].
For Cc1cc(N(C)C)nc(SC(C)C)n1 the results were PGK inhibitor 0%, ERG-DNA inh 2%, BAZ2B block -2%, Pin1 inhibitor -2%, PI4K2A inh 5, JMJD2A Tudor inh 7%, HP1b chromo inh 52%[activator], GLS inh 2% and G9a block 1%[59 µM].
Screening CC(=O)Nc1ccc(S(=O)(=O)N2CCC(n3cnc4cc(F)ccc43)CC2)cc1 returned PGK inhibitor -10%, ERG-DNA inh -5%, BAZ2B block -2%, Pin1 inhibitor 2%, PI4K2A inh -2, JMJD2A Tudor inh -10%, HP1b chromo inh 32%[activator], GLS inh 0% and G9a block 2%.
COc1ccc(NS(=O)(=O)c2cc(NC(=O)/C=C/c3cccs3)ccc2N2CCOCC2)cc1 was read as PGK inhibitor 1%, ERG-DNA inh 5%, BAZ2B block -37%, Pin1 inhibitor 6%, PI4K2A inh -4, JMJD2A Tudor inh -17%, HP1b chromo inh inconclusive, GLS inh 16% and G9a block -19%[59 µM].
Screening Cc1ccc(-c2nc3scc(CCNC(=O)Cc4ccc(Cl)cc4)n3n2)cc1 returned PGK inhibitor 2%, ERG-DNA inh -2%, BAZ2B block 5%, Pin1 inhibitor 0%, PI4K2A inh -1, JMJD2A Tudor inh -2%, HP1b chromo inh 30%[57 µM], GLS inh 5% and G9a block 9%[59 µM].
`COc1ccc(CCNC(=O)c2ccc(CNc3nc(=S)[nH]c4ccccc34)cc2)cc1OC` gave PGK inhibitor -8%, ERG-DNA inh 6%, BAZ2B block 4%, Pin1 inhibitor 13%, PI4K2A inh -4, JMJD2A Tudor inh -16%, HP1b chromo inh 36%, GLS inh -7% and G9a block 18%.
For O=C(CCCCCN1C(=O)c2ccccc2C1=O)Nc1ccc(S(=O)(=O)N2CCCCC2)cc1 the results were PGK inhibitor -7%, ERG-DNA inh 4%, BAZ2B block -4%, Pin1 inhibitor inconclusive, PI4K2A inh -2, JMJD2A Tudor inh -14%, HP1b chromo inh 22%, GLS inh 0% and G9a block -5%.
Screening O=C(CCc1ccccc1)NNc1cc(N2CCCCC2)nc(N2CCCCC2)n1 returned PGK inhibitor -2%, ERG-DNA inh 4%, BAZ2B block -36%, Pin1 inhibitor 13%, PI4K2A inh 3, JMJD2A Tudor inh -27%, HP1b chromo inh 14%, GLS inh -3% and G9a block inconclusive.
COc1ccc(C(=O)NNC(=O)C(C)NC(=O)c2ccccc2NC(=O)c2ccco2)cc1 (stereo unspecified) was read as PGK inhibitor inactive, ERG-DNA inh -9%, BAZ2B block inconclusive, Pin1 inhibitor 5%, PI4K2A inh -1, JMJD2A Tudor inh -17%, HP1b chromo inh 9%, GLS inh 1% and G9a block 47%[59 µM].
Screening O=C(NCc1ccccn1)C(=O)NCC(c1ccco1)N1CCN(c2ccc(F)cc2)CC1 (stereo unspecified) returned PGK inhibitor -8%, ERG-DNA inh 7%, Pin1 inhibitor -4%, PI4K2A inh -2, JMJD2A Tudor inh -9%[11.4 µM], HP1b chromo inh 21%, GLS inh 33%[activator] and G9a block -24%.

Looked up by compound from the entries so far:
Screening O=C(NCc1ccccn1)C(=O)NCC(c1ccco1)N1CCN(c2ccc(F)cc2)CC1 (stereo unspecified) returned PGK inhibitor -8%, ERG-DNA inh 7%, Pin1 inhibitor -4%, PI4K2A inh -2, JMJD2A Tudor inh -9%[11.4 µM], HP1b chromo inh 21%, GLS inh 33%[activator] and G9a block -24%.
CC1CCN(C(=O)CSc2nnc(-c3ccccc3Cl)o2)CC1 was read as PGK inhibitor -7%, ERG-DNA inh -13%, BAZ2B block 10%, Pin1 inhibitor 5%, PI4K2A inh 4, JMJD2A Tudor inh -3%, HP1b chromo inh 44%[activator], GLS inh 3% and G9a block 2%[59 µM].

More structures follow.
For Cc1cccc(-n2c(C)cc(/C=N/n3cnnc3)c2C)c1 the results were PGK inhibitor 7%, ERG-DNA inh 3%, BAZ2B block -39%, Pin1 inhibitor 8%, PI4K2A inh 4, JMJD2A Tudor inh inconclusive, HP1b chromo inh -14% and GLS inh 2%.
For Cc1ccccc1OCC(=O)NC(=S)Nc1cccc2cc(O)ccc12 the results were PGK inhibitor inactive, ERG-DNA inh 16%, BAZ2B block -1%, Pin1 inhibitor -1%, PI4K2A inh 6, JMJD2A Tudor inh -30%, HP1b chromo inh 2%, GLS inh 17% and G9a block 14%.
`COc1ccc(CCNCC(=O)Nc2ccc(C)c(S(=O)(=O)N(C)C)c2)cc1OC` gave PGK inhibitor -2%, ERG-DNA inh -9%, BAZ2B block 22µM*, Pin1 inhibitor 1%, PI4K2A inh 1, JMJD2A Tudor inh inconclusive, HP1b chromo inh -20%, GLS inh 6% and G9a block 22µM*.
`O=C(NC1CC(=O)N(c2cccc(F)c2)C1)c1cc2ccccc2o1` (stereo unspecified) gave PGK inhibitor -3%, ERG-DNA inh -10%, BAZ2B block 5%, Pin1 inhibitor -8%, PI4K2A inh -3, JMJD2A Tudor inh 1%, HP1b chromo inh 24%, GLS inh 0% and G9a block -9%[59 µM].
For COc1cc(Cl)c(C)cc1NC(=O)Cc1ccc(OC)c(OC)c1 the results were PGK inhibitor -3%, ERG-DNA inh 5%, BAZ2B block inconclusive, Pin1 inhibitor 0%, PI4K2A inh 6, JMJD2A Tudor inh 3%[11.4 µM], HP1b chromo inh 45%[activator], GLS inh 0% and G9a block 4%[12.7 µM].
CC(C)(/C=N/NC(=O)CSCc1ccccc1Cl)CCC#N was read as PGK inhibitor -3%, ERG-DNA inh 3%, BAZ2B block 6%, Pin1 inhibitor 2%, PI4K2A inh 1, JMJD2A Tudor inh 14%[57.1 µM], HP1b chromo inh 34%, GLS inh 4% and G9a block 22%[59 µM].
Screening N#CCCCSc1ncccc1-c1nc2ccccc2[nH]1 returned PGK inhibitor -1%, ERG-DNA inh -1%, BAZ2B block 3%, Pin1 inhibitor -6%, PI4K2A inh 1, JMJD2A Tudor inh -8%, HP1b chromo inh 42%[activator], GLS inh -4% and G9a block 16µM*.
Screening COc1ccc(OC)c(NC(=O)Nc2ccccc2C)c1 returned PGK inhibitor 0%, ERG-DNA inh 3%, BAZ2B block -21%, Pin1 inhibitor -1%, PI4K2A inh -1, JMJD2A Tudor inh -20%, HP1b chromo inh 6%, GLS inh 14% and G9a block 9%[2.33 µM].
For O=C(Cc1ccc(S(=O)(=O)N2CCOCC2)s1)Nc1cc(Cl)ccc1Cl the results were PGK inhibitor -1%, ERG-DNA inh -1%, BAZ2B block -39%, Pin1 inhibitor inconclusive, PI4K2A inh 8, JMJD2A Tudor inh -32%, HP1b chromo inh -11%[57 µM], GLS inh -3% and G9a block 3%[12.7 µM].
For CCN(CC)CCN1C(=O)C(O)=C(C(=O)c2cccs2)C1c1ccc(C)o1 (stereo unspecified) the results were PGK inhibitor -2%, ERG-DNA inh -3%, BAZ2B block 3%, Pin1 inhibitor -11%, PI4K2A inh -13, JMJD2A Tudor inh inconclusive, HP1b chromo inh 23%, GLS inh 11% and G9a block inconclusive.
O=C(COC(=O)c1cc(-c2cccnc2)nc2ccccc12)Nc1ccc(F)cc1F was read as PGK inhibitor inactive, ERG-DNA inh 10%, BAZ2B block -6%, Pin1 inhibitor inconclusive, PI4K2A inh -4, JMJD2A Tudor inh -14%, HP1b chromo inh 64%[activator], GLS inh -6% and G9a block -14%[59 µM].
